High-throughput results as filed in PubChem BioAssay.
phage Ecoli inh: E. coli growth loss with phage present | AID 651602 | growth absorbance | 360,000 compounds, 0.26% hits | inhibition, % at 11.9 µM; in the data active means inhibition above about 11%
E coli growth: bacterial growth inhibition, counter-screen for AddAB inhibitors. E. coli V3065 growth, OD600 absorbance, 18 h. 330,000 compounds, 0.27% hits. inhibition, % at 11.9 µM;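 active means inhibition above the campaign's mean inhibition across all tested compounds plus 3 SD, cut at about 9.9% in these data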;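 further: uninfected addAB+ strain grown without phage in ampicillin broth; 0% = DMSO wells and 100% = ciprofloxacin 0.95 µg/ml wells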
Tat export inh: blocks Tat-dependent protein export in E. coli; E. coli MC4100 TorA-mCherry Tat export, fluorescence; inhibition, % at 10 µM; 340,000 compounds, 0.036% hits; AID 488895;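 active means mean replicate inhibition at least 50% and at least half of replicates individually reaching 50%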;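 further: exported cargo escapes ClpAP degradation while cytoplasmic cargo is degraded and loses fluorescence; 0% = median of neutral control wells and 100% = median of NaSCN control wells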
AddAB inh: less growth of phage-infected E. coli with AddAB; 330,000 compounds, 0.29% hits; inhibition, % at 11.9 µM; E. coli expressing H. pylori AddAB, absorbance growth; AID 435030; in the data active means inhibition above about 12%;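 further: 0% = vehicle wells of infected cells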
PKA-R1A activ: activates the PKA-R1A holoenzyme complex. 340,000 compounds, 0.083% hits. P00514+P68181. AID 504707. PKA-R1A dissociation, Cy5-IP20 fluorescence polarization; scaled: DMSO 0%, 113 µM cGMP 100%. activation, % at 11.4 µM;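 active means percent activation above the mean of all tested compounds plus 3 SD, cut at about 19% in these data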;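 further: higher means more PKAc released from R1A so a rise in polarization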
HTR5A inv ctr: inverse agonist of human HTR5A in OPRM1-OPRD1 counter-screen. inhibition, % at 9.3 µM. 340,000 compounds, 0.083% hits. HTR5A cell line, luminescence, inverse agonism; in the data active means inhibition mostly above about 23%, no sharp cut-off; inactive means mostly below about 18%;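 further: 0% = cells with DMSO and 100% = no-cell wells with DMSO; some compounds called inactive have numbers as strong as hits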
SUMO Mot1 rescue: inhibitors of SUMOylation pathway: yeast Mot1-301 growth rescue | S. cerevisiae Mot1-301 growth rescue, ATP luminescence, 38.5C; percent above DMSO median, 100 means doubled | growth rescue, % at 18.8 µM | 320,000 compounds, 1% hits | AID 2716;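 active means every valid replicate shows activation above 250% relative to neutral control wells; inactive means the rest, any valid replicate at or below 250%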;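 further: OY570 slx delta 5 strain wells were the positive control but not used for scaling; some compounds called inactive have numbers as strong as hits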
PKA-R2B act: PKA-R2B complex activation; P22694+P31323; PKA-R2B holoenzyme dissociation, Cy5-IP20 fluorescence polarization; R2B truncated from residue 108, S112A mutant; 0% DMSO only, 100% 113 µM cGMP; activation, % at 11.4 µM; 340,000 compounds, 0.079% hits; AID 504700;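 active means activation above a cutoff set at the mean over all compounds plus 3 SD, cut at about 18% in these data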;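 further: higher means more holoenzyme dissociation and a rise in polarization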
Target sequence (P31323 whole entry, looked up, other chains not shown, the tested form may be a part): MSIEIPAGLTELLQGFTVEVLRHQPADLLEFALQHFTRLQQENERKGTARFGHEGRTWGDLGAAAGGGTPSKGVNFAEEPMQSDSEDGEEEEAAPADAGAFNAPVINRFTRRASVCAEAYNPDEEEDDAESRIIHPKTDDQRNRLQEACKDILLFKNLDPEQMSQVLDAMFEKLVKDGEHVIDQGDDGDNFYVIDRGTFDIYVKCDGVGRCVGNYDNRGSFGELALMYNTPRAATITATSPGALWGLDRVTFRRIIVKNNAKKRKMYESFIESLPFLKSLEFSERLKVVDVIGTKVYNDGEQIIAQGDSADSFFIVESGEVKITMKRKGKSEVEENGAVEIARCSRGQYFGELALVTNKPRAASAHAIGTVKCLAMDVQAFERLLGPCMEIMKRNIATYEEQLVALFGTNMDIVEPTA
DAGLB inhibitor: diacylglycerol lipase beta (human) inhibition | Q8NCG7 | HEK293T DAGLB membrane lysate, EnzChek fluorogenic substrate | inhibition, % at 5.17 µM | 340,000 compounds, 0.059% hits | AID 504411; in the data active means inhibition above about 34%;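 further: 0% = enzyme with vehicle and 100% = wells lacking enzyme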
CDK5 p35 inh: CDK5/p35 (human) kinase inhibition; Q00535+Q15078; Recombinant CDK5/p35, ADP-Glo luminescence, 60 min; inhibition, % at 10 µM; 330,000 compounds, 0.01% hits;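 active means highest replicate inhibition of at least 50% and at least 75% of replicates reaching 50%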;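 further: plate controls were DMSO neutral control for no effect and GW8510 at 10 µM for full effect; many of its hits are not listed in these tables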
Target sequence (Q00535 whole entry, looked up): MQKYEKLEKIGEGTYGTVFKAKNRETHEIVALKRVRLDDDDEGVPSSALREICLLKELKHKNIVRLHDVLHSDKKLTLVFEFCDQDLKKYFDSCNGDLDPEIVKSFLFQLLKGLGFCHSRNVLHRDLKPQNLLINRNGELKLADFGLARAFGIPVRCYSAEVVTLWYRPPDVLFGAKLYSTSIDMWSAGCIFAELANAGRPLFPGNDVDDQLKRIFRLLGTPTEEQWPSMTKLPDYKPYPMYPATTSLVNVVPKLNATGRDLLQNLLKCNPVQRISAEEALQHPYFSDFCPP
Target sequence (Q15078 whole entry, looked up): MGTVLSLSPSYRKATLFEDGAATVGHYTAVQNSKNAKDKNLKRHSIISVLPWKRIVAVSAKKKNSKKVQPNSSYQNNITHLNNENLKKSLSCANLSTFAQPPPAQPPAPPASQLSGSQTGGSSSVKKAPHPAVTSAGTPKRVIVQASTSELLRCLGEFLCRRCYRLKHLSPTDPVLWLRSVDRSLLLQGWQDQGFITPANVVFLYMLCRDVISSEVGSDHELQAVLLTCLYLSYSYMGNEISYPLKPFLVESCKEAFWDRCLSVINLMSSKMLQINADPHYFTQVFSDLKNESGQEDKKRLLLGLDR
HTR5A ag: activates human HTR5A in OPRM1-OPRD1 agonist counter-screen. HTR5A agonist assay, luminescence, cell-based. activation, % at 9.3 µM. 340,000 compounds, 0.61% hits. AID 504692; in the data active means activation mostly above about 9.5%, no sharp cut-off; inactive means mostly below about 7.6%;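 further: 0% = cells with vehicle only and 100% = reference agonist; strong numbers were not always called active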
An asterisk follows results filed as active; . = not tested or not shown. Compounds were not picked by outcome. About 2.3% of those tested had a hit in this group.

canonical_smiles | phage Ecoli inh | E coli growth | Tat export inh | AddAB inh | PKA-R1A activ | HTR5A inv ctr | SUMO Mot1 rescue | PKA-R2B act | DAGLB inhibitor | CDK5 p35 inh | HTR5A ag
COc1ccc(CCC(=O)NCc2cn3ccsc3n2)cc1 | -2.8 | -4.3 | 3 | 0.9 | -6 | -1 | 113 | 3 | -1 | -2.1 | 1
COC(=O)c1ccccc1Oc1ccc(NC(=O)CCCl)cc1 | 0.9 | 0.8 | -1 | 3.4 | 2 | -10 | 74 | -5 | 1 | 0.5 | -1
O=C(O)c1ccc(C(=O)c2ccc3c(c2)C(=O)N(CC2CCCO2)C3=O)cc1 (stereo not given) | 1.2 | -0.4 | -4 | 0.4 | 7 | -1 | -24 | -3 | 0 | 0.8 | 0
Cc1sc2ncnc(Sc3ccccc3C(=O)Nc3ccc(C#N)cc3)c2c1C | 3.1 | 0.2 | -13 | 3.7 | 9 | -24 | 19 | -5 | 2 | 0.4 | -3
CCS(=O)(=O)N1CCC(N2CCN(c3ccccc3)CC2)CC1 | 2.0 | 0.7 | 7 | 0.2 | 9 | -2 | -5 | -4 | -4 | 1.5 | 0
Cc1ccc(C(=O)Nc2ccccc2Cl)cc1 | 3.4 | 0.0 | -6 | 2.3 | -5 | 34 | 0 | 3 | -12 | 1.4 | 0
COc1ccccc1CNS(=O)(=O)c1ccc(-n2cnnn2)c(C)c1 | 0.8 | -1.2 | 0 | 2.9 | -4 | -24 | -1 | 5 | 1 | -2.6 | 2
O=C(Nc1ccccc1)[C@@H]1CC=C[C@@H]2CCN(Cc3ccc(Cl)c(Cl)c3)C(=O)[C@@H]21 | -2.4 | 0.5 | 36 | 2.1 | 13 | -21 | 203 | 12 | -2 | 0.0 | -1
COc1ccccc1NS(=O)(=O)c1cc(NC(=O)Nc2ccccc2)ccc1N1CCCCC1 | 3.0 | -2.5 | 5 | 1.5 | -2 | -19 | -5 | 0 | -1 | -0.1 | 1
O=C(NC(=S)N1CCCCC1c1cccnc1)c1ccc(F)cc1 (stereo not given) | -3.9 | -2.4 | 7 | 3.0 | -3 | -10 | 1 | -1 | 0 | -0.3 | 3
CC1CC2(CCCC2)N(C(=O)c2ccccc2)Cc2ccccc21 (stereo not given) | 4.6 | -3.8 | 9 | -1.8 | 3 | 15 | 2 | 1 | -9 | -0.8 | -5
Cc1nnc(SCC(=O)NNC(=O)C(C)C)[nH]c1=O | 3.7 | 3.8 | -4 | 1.2 | -3 | -18 | -9 | -8 | -1 | -0.6 | 5
O=C(Nc1ccc(N2CCN(C(=O)c3ccccc3)CC2)c(Cl)c1)c1ccc(Br)o1 | 5.3 | -1.8 | 1 | 5.2 | -8 | -26 | 4 | -3 | -2 | 3.7 | -1
COCCn1c(SCC(=O)NNC(=O)Cc2ccccc2)nc2ccccc2c1=O | 5.1 | -2.5 | -8 | 4.0 | 7 | -18 | 83 | -2 | -3 | 4.5 | 7
COc1ccc(NC(=S)/N=C(\N)Nc2nc(C)c3ccccc3n2)cc1 | 2.1 | 1.9 | -9 | -1.7 | 2 | 1 | -4 | 3 | -5 | 1.1 | 4
CC(c1ccco1)N(C(=O)C12CC3(C)CC(C)(CC(C)(C3)C1)C2)c1ccccn1 (stereo not given) | 0.9 | -1.5 | -5 | -1.5 | 8 | -6 | -13 | 2 | -2 | -1.3 | 4
CCC(=O)Nc1ccc2c(c1)nc(CCN1CCCCC1)n2C | 2.5 | -1.8 | -5 | -2.2 | 3 | 4 | 9 | 7 | 0 | 1.5 | -1
COc1ccc(Cl)c(OC)c1C(=O)NC(=O)Nc1nc(C)nc(C)n1 | -2.9 | 1.4 | 0 | -1.6 | 2 | 3 | 5 | -18 | 0 | 0.6 | 1
Cc1ccc(OCC(=O)N/N=C/c2cccn2C)cc1C | 1.3 | 0.2 | -1 | 3.3 | -2 | -20 | 15 | 5 | 0 | -0.5 | -2
Cc1c(Cl)cccc1NC(=O)NCCCN1CCCC1=O | 1.4 | -1.6 | 11 | -2.3 | 17 | -14 | 88 | 3 | 1 | 0.7 | -2
CCOC(=O)COc1c(/C=N\O)cc(Cl)cc1OC | 3.6 | -2.0 | -1 | -1.6 | -6 | 11 | -9 | 3 | -1 | 1.0 | 0
CCN(C(=O)COC(=O)CN1C(=O)c2ccccc2C1=O)c1ccccc1 | 2.8 | 4.2 | 12 | 1.5 | -11 | 10 | -2 | 12 | -2 | -0.4 | -4
CN1c2ccccc2C(=O)NC1c1ccc([N+](=O)[O-])s1 (stereo not given) | 1.6 | 4.6 | -6 | 10 | 1 | 6 | -16 | -3 | 3 | 1.7 | -1
COc1ccc(OC)c(C(c2nnnn2C2CCCC2)N2CCN(c3ccc(F)cc3)CC2)c1 (stereo not given) | -2.5 | -1.0 | 2 | 4.2 | 1 | 15 | 582 | 0 | -2 | 2.2 | 1
O=C(COC(=O)CNC(=O)c1ccccc1Cl)NC1CCCC1 | 2.9 | -2.7 | -9 | 0.5 | 1 | -3 | -11 | -1 | -2 | 0.5 | 1
O=C(c1ccc2c(c1)OCO2)N1CCN(c2ccc(C(F)(F)F)cn2)CC1 | 4.8 | -2.0 | 4 | 0.8 | -3 | -2 | -9 | -11 | -9 | -1.8 | 1
Cc1ccc(N(C)C2=NC(=O)CS2)cc1Cl | 3.6 | -2.3 | -7 | 1.5 | 7 | -3 | -9 | 7 | -3 | 0.5 | 1
COC(=O)c1c(N2C(=O)CC(Sc3ccccc3C(=O)O)C2=O)sc2c1CCCC2 (stereo not given) | 5.7 | 0.6 | -2 | 1.2 | -4 | -1 | -24 | -9 | 0 | -0.1 | -1
COc1ccc(-c2cc3nnc(-c4ccccc4)nc3s2)cc1 | 2.6 | -1.2 | -5 | 2.2 | 5 | -12 | 6 | 9 | 0 | -1.1 | -4
Cc1ccc(/C(O)=C2/C(=O)C(=O)N(CCN3CCOCC3)C2c2ccccn2)cc1 (stereo not given) | 2.4 | 1.6 | 0 | -3.8 | -11 | -7 | -27 | -5 | -1 | -0.1 | -1
COc1ccc(C(=O)Cc2cc3cccc(OC)c3oc2=O)cc1 | 3.0 | 2.3 | -1 | -0.7 | -4 | -8 | 2 | 2 | -3 | 0.3 | 2
Cc1cc(F)ccc1NCc1ccc([N+](=O)[O-])cc1 | 4.5 | 0.5 | -4 | 2.6 | -12 | 7 | 126 | -9 | -2 | -1.6 | -3
Cc1ccccc1N1CCN(Cc2nc(Cc3ccccc3)no2)CC1 | 2.5 | 0.5 | 2 | 1.5 | -10 | -3 | -8 | 5 | -14 | -1.5 | 1
O=C1Nc2ccc(Br)cc2C1(O)c1ccc(F)cc1 (stereo not given) | 1.1 | -0.5 | -5 | 0.3 | -6 | 1 | -2 | -10 | 2 | 0.2 | 0
Nn1c(CN2CCCCC2)nc2ccccc2c1=O | 0.6 | 1.4 | -8 | 1.8 | -6 | 21 | -10 | 10 | -3 | -2.2 | -8
COc1ccc(-c2nc3n(c2Br)CCC3)cc1 | 1.2 | 4.2 | 4 | 4.5 | -3 | 1 | 24 | 3 | -1 | 1.8 | 6
CCOC(=O)c1sc(NC(=O)CSc2nncn2C)nc1C | 4.3 | -0.3 | -3 | 5.2 | -2 | -7 | 171 | -7 | -1 | 2.5 | 3
Cc1ccc(S(=O)(=O)NCc2ccc(C(=O)NCCCN3CCC(Cc4ccccc4)CC3)cc2)cc1 | 3.5 | 1.8 | -3 | 2.2 | 8 | 3 | -9 | -6 | 3 | -1.1 | -1
CC(C(=O)Nc1ccccc1F)N1CCN(S(=O)(=O)c2ccc(C(F)(F)F)cc2)CC1 (stereo not given) | 3.5 | . | -5 | . | 3 | -11 | . | -10 | -3 | -0.1 | 2
O=C(CN1CCc2[nH]c3ccccc3c2C1)N1CCCCC1 | 0.4 | 0.4 | -2 | 3.7 | 2 | 20 | -9 | 3 | 1 | 0.5 | -8
CCOC(=O)c1ccc(-n2cccc2/C=C2\NC(=O)NC2=O)cc1 | 2.1 | -1.4 | -5 | 2.1 | -6 | -16 | 9 | 10 | 2 | -0.6 | 6
O=C(Nc1ccccc1C(=O)N1CCOCC1)c1ccc(F)cc1 | -0.8 | -0.9 | 0 | -0.3 | -8 | -19 | . | -15 | 1 | 0.1 | 2
O=C(NCC(=O)N(c1ccc(F)cc1)C(C(=O)NC1CCCCC1)c1cccnc1)c1ccco1 (stereo not given) | 1.9 | -1.1 | 4 | 4.1 | 3 | 1 | 1 | 0 | 0 | 0.8 | 1
CCOc1cc(-c2nc(-c3ccncc3)no2)cc(OCC)c1OCC | 0.8 | -0.2 | -4 | 0.3 | 5 | -8 | 2 | 8 | -1 | -0.4 | 3
O=c1c2ccccc2nc(/C=C/c2cccc(Br)c2)n1CCCO | -0.2 | 0.1 | 7 | -1.3 | 3 | -4 | 11 | -2 | -6 | 0.1 | 1
CCn1ncc(CNC(=O)CCSc2nc(-c3ccco3)cc(C(F)(F)F)n2)c1C | 1.9 | -1.2 | -3 | 0.7 | -10 | 15 | 312 | -6 | -4 | 10 | -3
CC(=O)c1ccc(S(=O)(=O)Nc2ccc(-n3cnnn3)cc2)cc1 | 3.4 | -1.8 | 13 | 0.4 | -9 | 7 | 2 | -3 | 1 | -1.6 | -3
CC(OC(=O)CNC(=O)c1ccc(Cl)c([N+](=O)[O-])c1)C(=O)NC1CCCCC1C (stereo not given) | 0.5 | . | -3 | . | 5 | 9 | . | -5 | 1 | -1.0 | -7
N#Cc1c(NC(=O)CSc2ncn[nH]2)sc2c1CCCCC2 | 2.0 | -0.9 | -3 | -1.1 | -5 | 4 | -27 | 10 | -3 | -0.2 | -1
Cc1ccc(NC(=O)CN(C)C(=O)CSc2nnc(NC(C)C)s2)cc1 | 6.3 | . | -13 | . | -6 | 10 | . | -14 | -1 | 0.8 | -4
O=C(O)C(Cc1ccc(O)cc1)N1C(=O)c2c(Cl)c(Cl)c(Cl)c(Cl)c2C1=O (stereo not given) | 2.1 | -2.9 | -2 | 2.2 | -21 | 12 | -15 | -5 | 6 | -0.8 | -2
CCOC(=O)c1sc(NC(=O)OC)c(C(=O)OC)c1C | -1.1 | 1.0 | -2 | 0.1 | -1 | 4 | -5 | 4 | -3 | 0.1 | -1
O=C(O)C1CC=CCC1C(=O)Nc1cccc(Cl)c1 (stereo not given) | 0.3 | 0.0 | -3 | 1.6 | -11 | -7 | 232 | -9 | -4 | -0.9 | 2
O=C(NCCc1ccccc1)c1ccc(NCC2CCCO2)c([N+](=O)[O-])c1 (stereo not given) | 4.3 | 0.0 | 2 | 6.6 | -6 | -18 | -16 | -8 | 5 | 0.0 | -4
N#CCCn1cc(/C=C2\NC(=S)N(c3ccccc3)C2=O)c(-c2ccc(-c3ccccc3)cc2)n1 | 2.0 | -1.9 | 0 | 1.7 | 5 | -5 | -19 | -2 | -7 | 0.8 | 1
